# From PubChem BioAssay
# ARNT TACC3 PPI – disrupts binding between human ARNT and TACC3; AlphaScreen His-ARNT PAS-B/GST-TACC3 binding, luminescence; TACC3 fragment carries E629A point mutation; inhibition, % at 9.99 µM; actives 0.66% (n = 390,000); AID 623870;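 active = mean inhibition of replicates at least 50% and at least half of replicates each reaching 50%; inconclusive = half or more replicates reach 50% but mean below 50%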;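 also: 0% = complete ARNT plus TACC3 wells and 100% = ARNT alone without TACC3; many hits fall short of the cut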
# XiGFP reactiv – reactivates the inactive X chromosome in mouse fibroblasts. XiGFP mouse fibroblasts, % GFP-positive cells imaging, 3 d; cells co-treated with 5-aza-dC sensitizer; scaled so ellipticine positive control = 100%. activation, % at 7.58 µM. actives 0.055% (n = 360,000);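 active = mean normalized replicate activation at least 10% and every replicate at or above 10%; inconclusive = only one of the two criteria met; inactive = mean below 10% and not all replicates reach 10%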;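 also: 0% = median of on-plate neutral control wells and 100% = ellipticine 6 µM median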
#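 material = 68-5-11 XiGFP fibroblast line | medium = DMEM plus 5-aza-dC sensitizer | schedule = 3 days compound exposure | benchmarks = positive control ellipticine, 6 µM final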
# PAX8 inh HTS – PAX8 transcriptional activity inhibition | RMG-I TPO-luciferase reporter, SteadyGlo, 24 h | inhibition, % at 12.6 µM | actives 1.2% (n = 360,000) | AID 652154;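 active = mean replicate inhibition at least 60% with every replicate also reaching 60%; inconclusive = only one of the two criteria is met; inactive = mean below 60% and not all replicates reaching 60%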;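 also: luciferase light reporting Pax8 driven TPO promoter activity; plate controls were median of neutral control wells for no effect and mitoxantrone controls for full effect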
# GSIS activator – GLuc luminescence reporter in INS-1E cells, primary screen for activators of glucose-dependent secretion of insulin; INS-1E GLuc reporter insulin secretion, 2-3 h; activation, % at 16.6 µM; actives 0.61% (n = 370,000);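 active = lowest replicate activation of at least 40%, so every replicate reaches that level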;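 also: 0% = median of neutral control wells and 100% = median of IBMX positive control wells; some compounds called inactive have numbers as strong as hits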
# F508del corr – correctors of CFTR F508del function in bronchial epithelial cells; CFBE cells, YFP halide quenching; stimulated with forskolin plus potentiator P3; % fluorescence drop versus neutral controls; AID 720511; activity (quench increase), % at 7.58 µM; actives 0.36% (n = 350,000);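 active = mean added fluorescence quench of at least 8% versus neutral control, with both replicates also reaching 8%; inconclusive = only one of the mean or replicate conditions met; inactive = mean below 8% and not both replicates reaching 8%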;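 also: cells transiently co-express mutant CFTR-F508del with the halide-sensitive YFP; corrector assay measuring rescue of mutant channel to the surface after 24 h compound exposure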
# EWS-Fli block – EWS/Fli transcriptional activity inhibition; actives 0.67% (n = 350,000); A673 NR0B1-luciferase reporter, viability-normalised; inhibition, % at 12.6 µM; AID 651661;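 active = mean inhibition of at least 50% after viability correction, with every replicate also passing that limit; inconclusive = mean reaches 50% but only one of two replicates passes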;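 also: firefly luciferase signal divided by Alamar Blue viability fluorescence both relative to DMSO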
# ERp5 inh – inhibitors of human ERp5 | Q15084 | ERp5 insulin aggregation, absorbance 650 nm, 90 min | inhibition, % at 9.99 µM | actives 0.05% (n = 350,000) | AID 651711;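 active = mean replicate inhibition above about 25%, with every replicate also reaching it, limit read from the data, passing the limit was not always enough; inconclusive = only one of those two criteria met; inactive = neither criterion met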
# Target sequence (Q15084 whole entry, looked up): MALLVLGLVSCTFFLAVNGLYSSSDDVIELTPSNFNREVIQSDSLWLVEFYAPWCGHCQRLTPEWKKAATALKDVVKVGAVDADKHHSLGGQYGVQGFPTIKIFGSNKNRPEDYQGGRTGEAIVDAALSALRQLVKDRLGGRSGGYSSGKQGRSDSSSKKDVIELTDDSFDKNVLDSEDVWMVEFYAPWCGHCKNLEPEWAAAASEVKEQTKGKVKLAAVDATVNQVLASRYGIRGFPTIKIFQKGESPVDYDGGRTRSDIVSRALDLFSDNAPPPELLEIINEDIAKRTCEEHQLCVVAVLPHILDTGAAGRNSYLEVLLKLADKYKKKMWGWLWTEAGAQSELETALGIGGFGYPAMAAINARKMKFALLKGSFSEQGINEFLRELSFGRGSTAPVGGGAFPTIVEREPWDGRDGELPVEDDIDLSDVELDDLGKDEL
# DENV2 CPE rescue – DENV2-induced cell death inhibition; DENV2-infected cells, cytopathic effect rescue, plate reader; CPE inhibition, % at 9.99 µM; actives 1.7% (n = 350,000); AID 651640; in the data active = CPE inhibition above about 20%, passing the limit was not always enough; inconclusive = no clear call, values can overlap the other calls; tested in BHK-21 cells;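 also: 0% = median of neutral control wells and 100% = median of positive control wells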
# * = called active by the depositor; ? = inconclusive; / = no result given; & = joins results of further samples.
SMILES,ARNT TACC3 PPI,XiGFP reactiv,PAX8 inh HTS,GSIS activator,F508del corr,EWS-Fli block,ERp5 inh,DENV2 CPE rescue
CN(CC(=O)N1CCCCCC1)S(=O)(=O)c1ccccc1,-3,0.1,-73,1,-0.5,-66,2,5
Cc1ccc(S(=O)(=O)NNc2c3ccccc3nc3ccc(Cl)cc23)cc1,/,-0.1,-21,3,-0.5,-20,4,10
CC(=O)Oc1ccc(/C=C(\NC(=O)c2cccc(Br)c2)C(=O)Nc2ccc(C(=O)O)cc2)cc1,-1,0.0,-6,-9,-0.3,5,2,17
COC(=O)C1=C(C)N(Cc2ccccc2C(F)(F)F)C(=NCc2ccc(OC)cc2)NC1c1ccccc1C(F)(F)F (configuration not stated),/,0.4,7,/,2.4,14,1,-3
COc1ccc2c3c(n(C)c2c1)[C@@H](CO)N(S(C)(=O)=O)CC31CN(C(=O)C2CCCC2)C1,/,0.2,-18,5,0.9,0,4,-6
Cc1nc(OCC(C)C)c2sc3nc4c(cc3c2n1)COC(C)(C)C4,/,-0.1,-93,-8,-3.6,-105,3,0
O=C1NC(=Nc2ccccc2)S/C1=C\C=C\c1ccco1,4,0.1,11,6,/,2,2,2
CC(C)C#Cc1ccc2c(c1)O[C@H](CN(C)C(=O)CC1CC1)[C@H](C)CN([C@@H](C)CO)S2(=O)=O,5,0.0,-25,-17,-1.1,-4,6,?
CC(OC(=O)Cc1c[nH]c2ccccc12)C(=O)Nc1ccccc1[N+](=O)[O-] (configuration not stated),5,0.0,-5,-21,3.7,5,2,7
COc1ccc(NC(=O)N2[C@@H]3CNC[C@H]2C3c2ccc(/C=C/c3ccccc3)cc2)cc1 (some centres not stated),/,0.0&0.0,/,-7&-17,-0.1,/,-1,25*
CN1CCN(C(=O)C[C@H]2CC[C@H]3[C@@H](COC[C@H](O)CN3C(=O)C3CC3)O2)CC1,-2,0.2,-6,11,-1.0,-6,-3,0
Cc1ccnc(NC(=O)Cn2ccc([N+](=O)[O-])n2)c1,1,0.1,36,8,-1.4,-2,-3,1
O=C(NCCc1nnc2ccc(N3CCCCCC3)nn12)c1ccccc1,0,0.2,4,20,2.7,/,-4,1
C[C@@H]1CN([C@H](C)CO)C(=O)c2cc(NC(=O)Nc3ccc4c(c3)OCO4)ccc2O[C@@H]1CN(C)S(=O)(=O)c1cn(C)cn1,-7,1.0,/,15,-0.8,-4,-6,4
CS(=O)(=O)N(Cc1ccccc1)c1ccccc1C(=O)Nc1ccccc1C(=O)NCc1ccco1,-36,/,/,-4,5.4,4,5,-3
COc1ccc(Cl)cc1NC(=O)CN(C)C(=O)c1n[nH]c2ccccc12,-3,0.0,23,-38,3.5,14,0,/
O=C1CSC(c2ccccn2)N1c1ccccc1 (configuration not stated),-5,/,/,16,-1.9,5,3,-2
C[C@H](CO)N1C[C@H](C)[C@H](CN(C)S(=O)(=O)c2ccc(F)cc2)Oc2ccc(NC(=O)C3CCCCC3)cc2C1=O,5,-1.3,/,2,0.3,41,4,-7
Cc1cc(C(=O)NC2CCCc3c2cnn3-c2ccc(C(C)(C)C)cc2)n[nH]1 (configuration not stated),-7,0.5,29,/,1.4,7,-1,-1
C/C=C/c1ccc2c(c1)O[C@H](CN(C)C(=O)c1ccncc1)[C@@H](C)CN([C@@H](C)CO)S2(=O)=O,-11,0.3,3,1,3.4,2,16,-3
C[C@@H]1CCCCO[C@@H](CN(C)C(=O)Nc2ccc3c(c2)OCO3)[C@@H](C)CN([C@H](C)CO)C(=O)c2cc(N(C)C)ccc2O1,-6&11,0.1&-1.1,-2&1&8,-3&0,0.8&5.3&0.3,1&0,5&3&-8,8&15&0
COc1ccc(C(=O)OCc2c(-c3cccc(OC)c3)ncc3ccccc23)cc1,-1,-0.1,18,-4,-3.0,1,3,22*
O=C(C[C@H]1C=C[C@H](NS(=O)(=O)c2ccc(F)cc2)[C@@H](CO)O1)NCc1ccccc1F,/,0.1,/,-1,1.0,1,0,6
CCCNC(=O)[C@H]1[C@H](CO)[C@H]2Cn3c(ccc(-c4cccc(C(=O)N(C)C)c4)c3=O)[C@@H]1N2,-5,0.0,-13,1,2.6,-9,0,-4
CCn1c2ccccc2c2nnc(SCC(=O)N(C)C3CCS(=O)(=O)C3)nc21 (configuration not stated),-3,0.0,-1,2,/,/,/,/

# The list goes on.
SMILES,ARNT TACC3 PPI,XiGFP reactiv,PAX8 inh HTS,GSIS activator,F508del corr,EWS-Fli block,ERp5 inh,DENV2 CPE rescue
CSc1cccc(NC(=S)N(CCN(C)C)C(C)c2ccccn2)c1 (configuration not stated),19,-0.1,7,-13,0.4,6,-4,0
CN1CCN(c2ccc(CNC[C@H]3O[C@@H](n4cnc5c(=O)[nH]c(N)nc54)[C@H](O)[C@@H]3O)c(F)c2)CC1,/,0.8,2,-2,4.6,-1,0,-11
O=C(c1ccc(S(=O)(=O)N2CCCC2)cc1)N(c1ccc(F)cc1)C1C=CS(=O)(=O)C1 (configuration not stated),0,0.1,13,18,1.9,-5,2,-7
CC(=O)Nc1ccc(NC(=O)C(C)OC(=O)c2cccc(S(=O)(=O)N3CCCC3)c2)cc1 (configuration not stated),-2,0.0,-6,19,-0.7,-2,7,-18
CC(C)NC(=O)Nc1ccc2c(c1)C(=O)N([C@H](C)CO)C[C@@H](C)[C@H](CN(C)Cc1ccc(C(F)(F)F)cc1)O2,-2,0.0,-2,-20,4.6,7,-1,7
Cc1noc(C)c1S(=O)(=O)Nc1ccc2c(c1)C(=O)N([C@@H](C)CO)C[C@@H](C)[C@H](CN(C)C)O2,-2,-1.1,-5,11,-2.2,-7,2,-3
Cc1ccccc1NC(=O)C(c1ccccc1)C1CCCC1 (configuration not stated),-10,0.0,12,13,/,6,0,0
COc1cccc(NC(=O)CSc2nnc(Cc3cccn3C)n2-c2ccc(F)cc2)c1,-1,0.0,7,2,-1.9,-3,0,-2
COCCNC(=O)CSc1nnc(CCCN2C(=O)c3cccc4cccc(c34)C2=O)n1-c1ccccc1,-3,-0.1,7,22,/,/,/,/
Cn1ncc([N+](=O)[O-])c1C(=O)N/N=C/c1c[nH]c2ccccc12,/,0.3,-13,-4,-4.4,4,-2,0
COc1ccc(Cl)cc1C(=O)NCc1ccc2c(c1)OCO2,21,0.3,-29,15,-1.5,-13,1,-6
CCC(=O)Nc1ccc(OCC2CCCO2)cc1 (configuration not stated),-4,0.1,-26,3,-1.3,-20,2,1
O=C(COc1ccc(Cl)cc1Cl)NN1C(=O)/C(=C\c2ccc(Cl)cc2)SC1=S,-5,0.3,-16,8,/,-2,-5,-5
C[C@H]1CN([C@@H](C)CO)C(=O)c2cc(NC(=O)Nc3ccc(F)cc3)ccc2O[C@@H]1CN(C)S(=O)(=O)c1cccs1,3,-0.1,/,12,4.0,-3,-1,-8
CCOC(=O)C1CCCN(C(=O)c2cccc([N+](=O)[O-])c2C)C1 (configuration not stated),0,0.0,-8,18,1.7,-5,3,3
CCN(C(=O)CN1C(=O)COc2ccc(S(=O)(=O)N3CCCCCC3)cc21)c1cccc(C)c1,2,0.2,10,-18,6.2,20,5,4
COc1ccc(/C=N\NC(=O)c2ccccc2)cc1COc1ccc(F)cc1,-5,0.3,-2,-7,-1.2,/,3,2
COc1cccc2[nH]c3c(Cl)ncnc3c12,-35,-0.1,-8,18,/,7,1,3
Cc1ccc(C2C(C(=O)c3cccs3)=C(O)C(=O)N2c2cccc(C)n2)cc1 (configuration not stated),3,-0.1,9,3,1.7,-8,1,8
C/C=C/c1ccc2c(c1)O[C@@H](CN(C)Cc1ccc(C(=O)O)cc1)[C@H](C)CN([C@@H](C)CO)S2(=O)=O,/,-0.6,-10,4,-2.7,3,/,/
CCNC(=O)[C@@H]1[C@@H](CO)[C@@H]2Cn3c(ccc(-c4cncnc4)c3=O)[C@@H]2N1C(=O)c1ccccc1F,-1,0.4,4,8,-1.4,6,10,-4
CN(Cc1cnc2nc(N)nc(N)c2n1)c1ccc(C(=O)N[C@@H](CCC(=O)O)C(=O)O)cc1,18,0.2&0.3,48&12,11,-0.6&2.3,64*,-1&5,6&6
CO[C@@H]1CC[C@H]2CCOc3ccc(C#N)cc3C(=O)N(C)C[C@@H](c3ccccc3)CC(=O)N(C)C[C@@H]1O2,7,0.0,9,-2,/,0,7,9
CC(C)(C)C(=O)Nc1ccc(S(=O)(=O)Nc2ccccn2)cc1,-32,0.1,23,15,1.8,-3,0,-2
NC(=O)Cc1ncc(C(F)(F)F)cc1Cl,/,0.1,-4,0,1.7,6,-2,0

# Next part
SMILES,ARNT TACC3 PPI,XiGFP reactiv,PAX8 inh HTS,GSIS activator,F508del corr,EWS-Fli block,ERp5 inh,DENV2 CPE rescue
O=C(NNC(=O)C1CC=CCC1)c1ccccc1Cl (configuration not stated),-1,0.0,5,10,-1.4,-11,0,4
CCCNC(=O)N(C)C[C@H]1Oc2ncc(-c3ccc(C(=O)N(C)C)cc3)cc2C(=O)N([C@@H](C)CO)C[C@H]1C,-4,-0.7,/,1,1.4,-4,5,?
CCCc1nnc(NC(=O)c2nc(S(=O)(=O)Cc3cccc(C)c3)ncc2Cl)s1,0,0.7,-7,-2,0.1,/,5,2
CC(C)(C)NC(=O)Cn1nnc(-c2ccc(Cl)cc2)n1,-2,/,/,7,-0.7,1,2,3
CC(=O)c1c(C)[nH]c(C(=O)Nc2nc(-c3ccc(-c4ccccc4)cc3)cs2)c1C,-1,0.3,-34,/,/,2,1,3
Cc1csc2c(N3CCN(C(=O)Nc4ccc(Cl)c(Cl)c4)CC3)ncnc12,-1,0.0,-14,-18,0.6,4,1,-3
Cc1ccc([N+](=O)[O-])cc1NC(=O)C(C)NS(=O)(=O)c1ccc(F)cc1 (configuration not stated),-1,0.0,8,8,-6.8,-40,2,9
CCN=C1SC(CC(=O)NCc2ccccc2)C(=O)N1CC (configuration not stated),-3,0.0,24,-11,2.2,8,0,20
COc1cccc(C(O)c2nc(-c3cccc(C(F)(F)F)c3)cs2)c1 (configuration not stated),/,0.2,9,17,-0.1,-4,6,-10
CN(C)C(=O)[C@]1(Cc2ccccc2)N=C(c2ccc(OCCCO)cc2)O[C@@H]1c1ccccc1,2,/,/,/,2.2,13,-2,-2
COC1CCCCC1Nc1cc(C)ccc1C (configuration not stated),-10,/,/,9,-0.6,11,-2,-1
COC(C(=O)NC1CC1)c1ccccc1 (configuration not stated),-5,0.6,-3,20,/,0,9,0
O=C(Nc1ccc(-n2ccc(C(F)(F)F)n2)cc1)c1cccs1,-3,0.2,-167,2,-0.4,-79,3,-6
C[C@@H]1CN([C@H](C)CO)C(=O)Cc2cc(NC(=O)Nc3ccc4c(c3)OCO4)ccc2O[C@H]1CN(C)Cc1ccc(C(=O)Nc2ccccc2N)cc1,-6,-0.2,-15,20,-1.0,0,-7,-14

# Entries of single compounds as entered above. Screens in order: ARNT TACC3 PPI, XiGFP reactiv, PAX8 inh HTS, GSIS activator, F508del corr, EWS-Fli block, ERp5 inh, DENV2 CPE rescue
# O=C(Nc1ccc(-n2ccc(C(F)(F)F)n2)cc1)c1cccs1 reads -3, 0.2, -167, 2, -0.4, -79, 3, -6
# COC(C(=O)NC1CC1)c1ccccc1 (configuration not stated) reads -5, 0.6, -3, 20, /, 0, 9, 0
# CC(C)(C)NC(=O)Cn1nnc(-c2ccc(Cl)cc2)n1 reads -2, /, /, 7, -0.7, 1, 2, 3
